# GalR3 antag = GalR3 antagonists in HEK293 cells, primary screen, cell-based, fluorescence readout; HEK293 GalR3-CNG cAMP membrane potential fluorescence; galR3 body fused to GalR1 C-terminus; 0.44% of 360,000 active; inhibition, % at 3 µM; Galanin receptor type 3 (Homo sapiens), O60755; AID 651719, 2012;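 active = inhibition above the screen-wide average plus 3 SD, cut at about 13% in these data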;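 note: forskolin and galanin both at EC90 stimulate the cells; cAMP rise reported by CNG channel membrane potential dye signal; 0% = forskolin plus galanin with DMSO and 100% = forskolin alone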
# Target sequence (O60755 1-299 limits assumed): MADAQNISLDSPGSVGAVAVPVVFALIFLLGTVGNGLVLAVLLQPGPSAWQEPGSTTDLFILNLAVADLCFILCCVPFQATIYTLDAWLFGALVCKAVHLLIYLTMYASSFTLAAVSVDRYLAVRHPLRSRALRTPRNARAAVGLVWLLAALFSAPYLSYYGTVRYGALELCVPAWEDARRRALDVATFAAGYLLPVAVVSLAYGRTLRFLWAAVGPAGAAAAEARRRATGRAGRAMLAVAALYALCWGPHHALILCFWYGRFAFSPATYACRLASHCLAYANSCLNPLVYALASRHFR
# NS3 helicase inh = inhibitors of HCV NS3 helicase, primary screen, biochemical, Cy5 molecular beacon fluorescence; Hepatitis C virus NS3 helicase; NS3 helicase DNA unwinding; inhibition, % at 10.9 µM; 0.56% of 290,000 active; AID 1800, 2009;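 active = inhibition above the mean of all tested compounds plus 3 SD, set per campaign, cut at about 35% in these data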;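 note: 0% = DMSO wells and 100% = thioflavine S control wells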
#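 Control set: DMSO versus 110 µM thioflavine S; Material: NS3 helicase fragment of HCV; Measured by: Cy5 fluorescence at 0 and 60 min, beacon hairpin quenching; Read-out basis: percent inhibition from t60/t0 fluorescence ratio; Times: reaction time 60 min, 25 °C; Repeats: single replicate; Compound dosing: single dose, 10.9 µM nominal final, DMSO 0.8% final.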
# IDE inh = human IDE inhibitors in live cells, primary screen, fluorescence polarization, HEK cells, FAbetaB substrate | AID 434962, 2010 | FAbetaB cleavage | inhibition, % at 5.59 µM | Insulin-degrading enzyme (Homo sapiens), P14735 | 0.41% of 320,000 active;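 active = percent inhibition above the average of all tested compounds plus 3 SD, set per screening campaign, cut at about 16% in these data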;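 note: IDE supplied by intact live HEK cells; FP after avidin binding of uncleaved biotin substrate so inhibition keeps polarization high; 0% = DMSO wells and 100% = 60 µM reference IDE inhibitor Ii1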
# IDE act = human IDE activators in live cells, primary screen, fluorescence polarization, HEK cells, FAbeta-B substrate; AID 493087, 2011; Insulin-degrading enzyme (Homo sapiens), P14735; activation, % at 5.96 µM; FAbeta-B cleavage; 0% vehicle, 100% cell-free pure enzyme wells; 0.073% of 340,000 active;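 active = activation above the mean of all tested compounds plus 3 SD, set per screening campaign, cut at about 17% in these data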
# VIM-2 inh = VIM-2 metallo-beta-lactamase inhibitors, primary screen, biochemical, epi-absorbance readout, Pseudomonas aeruginosa enzyme; inhibition, % at 5.6 µM; purified VIM-2, nitrocefin hydrolysis, epi-absorbance fluorescence; 0.89% of 290,000 active;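 active = inhibition above the mean of all tested compounds plus 3 SD, cutoff set per screening run, cut at about 7.5% in these data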;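 note: red hydrolysis product quenches plate fluorescence so inhibitors raise well fluorescence; 0% = enzyme with DMSO and 100% = DMSO without enzyme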
# IMP-1 inh = IMP-1 metallo-beta-lactamase inhibitors, primary screen, biochemical, epi-absorbance readout, Pseudomonas aeruginosa enzyme; metallo-beta-lactamase IMP-1 (Pseudomonas aeruginosa); inhibition, % at 5.6 µM; AID 1556, 2009; 0.45% of 290,000 active; purified IMP-1, nitrocefin hydrolysis, epi-absorbance fluorescence;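 active = inhibition above the mean plus 3 SD of all compounds in the same screening run, cut at about 4.5% in these data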;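 note: 0% = IMP-1 with DMSO and 100% = DMSO wells lacking enzyme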
#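 Assay system: purified recombinant IMP-1 beta-lactamase. Input: IMP-1 0.2 nM before substrate addition. Buffer or medium: Zinc- and detergent-supplemented HEPES buffer, pH 7.1. Schedule: 25 °C, 15 min preincubation, 25 min reaction. Signal: Epi-absorbance fluorescence, 480 nm excitation, 530 nm emission. Evaluation: percent inhibition from optical density relative to buffer-blank wells.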
# UBC9 SUMO inh = inhibitors of in vitro SUMOylation cascade, primary screen, biochemical, HTRF, uHTS; HTRF SUMOylation assay, SAE1/SAE2 + UBC9; inhibition, % at 35 µM; 0.36% of 290,000 active; in the data active = inhibition above about 50%, passing the limit was not always enough; note: strong numbers were not always called active
# Target sequence (P63279 whole entry, looked up): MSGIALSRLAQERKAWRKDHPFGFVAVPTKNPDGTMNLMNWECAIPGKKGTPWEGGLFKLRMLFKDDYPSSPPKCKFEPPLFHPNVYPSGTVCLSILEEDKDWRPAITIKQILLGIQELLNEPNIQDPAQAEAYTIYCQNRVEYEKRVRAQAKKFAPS
# CRFBP-R2 block = antagonists of CRF-BP/CRF-R2 complex, primary screen, cell-based, HEK293, calcium dye fluorescence, uHTS; 0.59% of 350,000 active; AID 588475, 2011; inhibition, % at 11.8 µM; CRF-induced calcium fluorescence;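 active = inhibition of the ligand-induced calcium signal above about 50% at the single tested concentration, limit read from the data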
# p-CIP stab down = p/CIP-EGFP fusion destabilizers, primary screen, fluorescence, F442A cells; Q05BA5; 16 h; decrease of EGFP signal, % at 10 µM; 0.01% of 290,000 active;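 active = EGFP signal decrease of at least 30% at 10 µM or well 3 SD below plate mean, unless failing retest; inactive = the rest, including hits failing retest or dose response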; note: some compounds called inactive have numbers as strong as hits; many of its hits are not listed in these tables
# Active calls of the source: *; / = no result given. Rows were taken by chance. Share with any hit: about 3.2%.
SMILES,GalR3 antag,NS3 helicase inh,IDE inh,IDE act,VIM-2 inh,IMP-1 inh,UBC9 SUMO inh,CRFBP-R2 block,p-CIP stab down
Nc1c(S(=O)(=O)c2cccs2)c2nc3ccccc3nc2n1Cc1cccs1,-6,0,10,2,-3.1,-3.5,0,-3,0
CCOC(=O)C1=C(C)NC(=O)NC1c1c(OC)ccc2ccccc12 (stereo not given),-6,2,-5,1,-1.6,0.0,21,-17,-1
C=CCc1cccc2cc(C(=O)NNC(=O)CC#N)c(=O)oc12,8,11,5,3,-3.6,-4.0,-21,5,-14
FC(F)(F)c1cccc(NC(=S)NCCc2ccccn2)c1,-7,-2,7,-2,-4.0,-5.4,20,4,-16
O=C1Cc2ccccc2C(c2ccc(Cl)cc2Cl)N1 (stereo not given),3,2,10,4,-2.0,-2.6,21,-14,-11
Cc1ccnc(NCc2cc(C)ccc2O)c1,-7,-1,2,1,-0.9,-2.2,-4,9,0
CC(C)CN(C(=O)COC(=O)c1ccc(Cl)c(N)c1)c1c(N)n(Cc2ccccc2)c(=O)[nH]c1=O,-4,/,3,-3,/,/,/,-23,/
Cc1nn(-c2ccccc2)c(C)c1Cc1ccc(O)cc1,-9,-11,4,2,-2.7,-3.2,-6,21,-7
O=C(Nc1cc(=O)[nH]c2ncnn12)c1ccccc1,1,8,2,2,-1.0,-3.0,6,-2,-1
Cc1ccc(C2c3c(oc4ccccc4c3=O)C(=O)N2c2nncs2)cc1 (stereo not given),7,2,7,3,-3.1,-3.1,13,2,-7
COc1ccccc1N1CCN(Cc2ccc(O)c3ncccc23)CC1,-6,-17,5,-1,-2.9,-4.4,-26,-10,-20
COC(=O)CC1C(=O)NCCN1C(=S)NC(=O)CCc1ccccc1 (stereo not given),5,-4,-2,2,-1.1,-0.9,13,-13,1
COc1ccc(CCN(C(=O)c2cccc(F)c2)C2CC(=O)N(c3ccccc3)C2=O)cc1 (stereo not given),-4,9,3,6,-0.8,-2.7,-10,-4,-5
COc1ccc2c(c1)cc(C(=O)N[C@@H](CCSC)C(=O)N1CCC[C@H]1C(=O)O)n2C,-5,-2,-2,3,12*,-3.1,11,1,-14
COc1cc(C)ccc1OCCOc1ccccc1Cl,3,-4,-9,1,-0.1,-1.6,4,35,-6
CCc1ccc(C2=NN(CCC(=O)NC(C)CCc3ccccc3)C(=O)CC2)cc1 (stereo not given),2,5,3,6,-2.4,-1.9,-4,7,-2
COCCCNc1ncnc2c1cnn2-c1ccc(C)cc1C,-5,5,-1,-2,-0.9,-1.9,0,-3,-1
Cc1noc(C)c1CSc1nc2sc3c(c2c(=O)n1C)CCCC3,-2,13,-10,-2,0.9,-1.8,12,-21,-1
Nn1c(SCC(=O)Nc2ccccc2)nnc1C1CCCCC1,-5,/,-4,2,/,/,/,9,/
CC(=O)N1c2ccc(S(=O)(=O)N(C)C3CCCCC3)cc2CC1C (stereo not given),-8,1,-1,1,-1.8,-1.4,12,23,-5

# Record cards, as listed above. Order of values: GalR3 antag, NS3 helicase inh, IDE inh, IDE act, VIM-2 inh, IMP-1 inh, UBC9 SUMO inh, CRFBP-R2 block, p-CIP stab down
# CCc1ccc(C2=NN(CCC(=O)NC(C)CCc3ccccc3)C(=O)CC2)cc1 (stereo not given) across the screens: 2, 5, 3, 6, -2.4, -1.9, -4, 7, -2
# Nn1c(SCC(=O)Nc2ccccc2)nnc1C1CCCCC1 across the screens: -5, /, -4, 2, /, /, /, 9, /

# The list goes on.
SMILES,GalR3 antag,NS3 helicase inh,IDE inh,IDE act,VIM-2 inh,IMP-1 inh,UBC9 SUMO inh,CRFBP-R2 block,p-CIP stab down
COc1ccc(N2CCN(C(=O)C(=O)c3cn(CC(=O)N4CCOCC4)c4ccccc34)CC2)cc1,2,11,-3,3,-1.6,0.3,2,0,-2
COc1cc(C)c(Br)cc1S(=O)(=O)N1CCOCC1,0,4,0,-5,-1.7,-2.2,11,-3,-26
O=C(c1ccc(F)cc1)N1CCN2C(=O)c3ccccc3C12c1ccccc1 (stereo not given),-3,-7,0,-5,-0.7,-1.0,24,-11,5
O=C(CCCc1nc2ccccc2s1)NCc1ccccc1F,-5,2,-1,1,-3.3,-2.6,-1,22,2
CCOCC(=O)Nc1ccc(S(=O)(=O)NCCc2ccccc2)cc1,-6,-2,5,1,-2.9,-2.7,7,1,0
CC(=O)N1CCN(Cc2nc3ccc(Cl)cc3n2CCO)CC1,-1,-5,-24,1,-1.9,-0.9,-18,4,9
NS(=O)(=O)c1ccc(CCNC(=O)c2ccc(NC3=NC4CS(=O)(=O)CC4S3)cc2)cc1 (stereo not given),/,2,-11,-5,0.4,-3.4,1,2,-8
Cc1ccc(S(=O)(=O)NNC2=NS(=O)(=O)c3ccccc32)c(C)c1,0,6,-3,-2,-4.5,-3.7,5,26,16
c1nc2n(n1)C1=C(CCCC1)C1(CCCCC1)N2,2,6,5,5,-0.5,-2.5,4,-20,3
CN(C)c1ccc(N/C(N)=N/c2nc(C(F)(F)F)cc(C(F)(F)F)n2)cc1,-1,-6,0,1,-0.7,-0.9,-3,-1,4

# Compounds shown so far containing fluorine:
SMILES,GalR3 antag,NS3 helicase inh,IDE inh,IDE act,VIM-2 inh,IMP-1 inh,UBC9 SUMO inh,CRFBP-R2 block,p-CIP stab down
FC(F)(F)c1cccc(NC(=S)NCCc2ccccn2)c1,-7,-2,7,-2,-4.0,-5.4,20,4,-16
COc1ccc(CCN(C(=O)c2cccc(F)c2)C2CC(=O)N(c3ccccc3)C2=O)cc1 (stereo not given),-4,9,3,6,-0.8,-2.7,-10,-4,-5
O=C(c1ccc(F)cc1)N1CCN2C(=O)c3ccccc3C12c1ccccc1 (stereo not given),-3,-7,0,-5,-0.7,-1.0,24,-11,5
O=C(CCCc1nc2ccccc2s1)NCc1ccccc1F,-5,2,-1,1,-3.3,-2.6,-1,22,2
CN(C)c1ccc(N/C(N)=N/c2nc(C(F)(F)F)cc(C(F)(F)F)n2)cc1,-1,-6,0,1,-0.7,-0.9,-3,-1,4

# Additional compounds follow.
SMILES,GalR3 antag,NS3 helicase inh,IDE inh,IDE act,VIM-2 inh,IMP-1 inh,UBC9 SUMO inh,CRFBP-R2 block,p-CIP stab down
Cc1csc(Sc2nc3c(c(=O)[nH]c(=O)n3C)n2CCCc2ccccc2)n1,1,-8,0,1,0.0,0.1,16,-5,-11
Cc1ccc2nc(SC(C)C(=O)N3CCOCC3)[nH]c2c1 (stereo not given),2,-7,3,7,0.2,-0.9,-2,-4,7
O=S(=O)(Nc1cccc(Cl)c1)c1ccc2oc(=S)[nH]c2c1,-4,-17,-5,1,-5.1,-4.2,-2,1,0
C[C@@H](C(=O)NCc1ccc(S(C)(=O)=O)cc1)[C@H]1C[C@]1(C)[C@H](NC(=O)OCc1ccccc1)c1ccccc1,-5,-6,1,/,0.5,-3.6,2,-1,-16
Cc1ccc(S(=O)(=O)N(CC(=O)NCCC2=CCCCC2)Cc2ccccc2F)cc1,-7,4,1,1,-2.4,-2.8,12,-28,-10
O=c1c(/C=N/O)c(Nc2ccccc2)nc2ccccn12,-12,5,-3,-1,-0.6,-4.5,-10,7,-11
CCOC(=O)Cc1csc(NC(=O)c2ccc(OC)c(OC)c2)n1,-5,-3,-2,-2,-2.1,-2.9,0,-10,-13
COC(CNC(=O)c1cccnc1)OC,-6,4,1,2,-2.9,-2.8,11,9,-8
CNC(=O)c1cc2cc(Cl)cc(OC)c2oc1=O,2,6,3,0,-2.6,-5.0,/,16,/
CC(C)[C@H](NC(=O)NCCC1=CCCCC1)C(=O)O,-4,-5,2,-5,-0.4,-3.4,10,7,-12
Cc1cc(OCC(O)CN2CCCC2)cc(C)c1Cl (stereo not given),-3,-13,2,5,-4.6,-3.4,-1,-25,-1
N#Cc1c2c(c(=S)n(-c3ccccc3)c1N)CCCC2,-3,9,5,-3,2.3,0.8,14,-11,-28
CCN(CC)S(=O)(=O)c1ccc(N2CCOCC2)c(NC(=O)c2ccco2)c1,-5,/,4,5,/,/,/,1,/
O=C(COC(=O)C1CC(=O)N(C2CCCCC2)C1)c1ccc(F)cc1 (stereo not given),-4,0,-4,6,0.5,-2.5,0,9,-3
O=C(c1coc2ccc(O)c(CN3CCOCC3)c12)C1CC1,0,-1,3,1,1.0,-2.4,2,-22,-4
CCSc1nnc(NC(=O)c2cccs2)s1,-7,5,1,-2,-2.6,-1.6,1,-28,-2
CCNc1nc(NC(C)C)nc(NS(=O)(=O)c2ccc(N)cc2)n1,-5,-1,1,2,-4.2,-2.4,15,-19,0
O=C(CCCc1ccccc1)NCCS(=O)(=O)N1CCN(c2ccccc2F)CC1,-3,/,6,-1,/,/,/,-4,/
Cc1ccc(OCC(=O)NNC(=O)CCC(=O)Nc2ccc(C)cc2C)cc1,-5,-4,4,7,1.8,-1.1,23,16,-13
Cc1cc(N2CCCC(C(=O)Nc3cccc(Cl)c3)C2)n2ncnc2n1 (stereo not given),9,3,9,-5,-4.3,-3.1,5,-5,-4
CCCc1nnc(SCC(=O)Nc2nnc(CC)s2)n1CC1CCCO1 (stereo not given),-8,-2,1,-2,-5.4,-2.3,2,8,-5
O=C(CCN(CCO)Cc1ccccc1)Nc1ccc(Br)cc1,-8,-31,2,7,-2.1,0.6,16,3,1
COc1ccc(C2c3[nH]c4ccccc4c3CCN2C(=O)c2cn3ccccc3n2)c(F)c1 (stereo not given),-6,-10,-1,5,0.9,-0.5,14,-38,-9
